EZH2 inh = inhibitors of human EZH2/PRC2 methyltransferase | PRC2 H3K27 methylation, DELFIA TRF, 1 h | hit rate 0.35% among 57,000 | AID 651548 | Q15910 | inhibition, % at 12.5 µM;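 active = mean inhibition of replicates at least 50% and every single replicate also reaching 50%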;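 note: dimethyl H3K27 on biotinylated H3 21-44 peptide detected by antibody; plate controls were median neutral control wells for no effect and median positive control wells for full effect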
IDH1 mut inh = inhibitors of human IDH1 R132H; O75874; IDH1 R132H reductase, diaphorase/resazurin fluorescence, 60 min; inhibition, % at 10 µM; hit rate 0.18% among 70,000; AID 624101; in the data active = inhibition above about 34%;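 note: 0% = DMSO and 100% = no enzyme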
Target sequence (O75874 whole entry R132H): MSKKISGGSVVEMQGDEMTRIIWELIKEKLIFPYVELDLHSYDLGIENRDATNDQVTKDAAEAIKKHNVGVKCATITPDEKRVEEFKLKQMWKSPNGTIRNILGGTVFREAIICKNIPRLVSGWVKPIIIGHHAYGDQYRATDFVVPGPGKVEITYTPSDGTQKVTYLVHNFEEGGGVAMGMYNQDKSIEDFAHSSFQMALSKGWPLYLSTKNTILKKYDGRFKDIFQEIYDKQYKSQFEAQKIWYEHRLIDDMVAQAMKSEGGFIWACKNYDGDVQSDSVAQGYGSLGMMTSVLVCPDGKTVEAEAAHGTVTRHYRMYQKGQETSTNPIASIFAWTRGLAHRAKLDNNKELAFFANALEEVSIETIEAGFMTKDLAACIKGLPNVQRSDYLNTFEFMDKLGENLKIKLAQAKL
* marks the source's active call; other numbers are inactive results; nt = no result given; & = joins results of further samples. Some of the compounds tested; count on the stated rates, not on these rows.

SMILES | EZH2 inh | IDH1 mut inh
Cc1cc(C)c(C)c(OCC(=O)NCc2cccnc2)c1 | 4 | 3.6
Cc1ccc(S(=O)(=O)N(C)CC(=O)Nc2cccc(C#N)c2)cc1 | -17 | 0.0
COc1ccc(NC(=O)Nc2ccc3c(c2)C(=O)N([C@H](C)CO)C[C@@H](C)[C@@H](CN(C)Cc2ccncc2)O3)cc1 | 2 | 2.2
COc1ccc(C#Cc2cnc3c(c2)C(=O)N([C@H](C)CO)C[C@H](C)[C@H](CN(C)C(=O)Nc2ccc(F)cc2)O3)cc1OC | nt | -0.2
C/C=C/c1ccc2c(c1)O[C@H](CN(C)C(=O)C1CCC1)[C@@H](C)CN([C@@H](C)CO)S2(=O)=O | -6 | nt
CCOC(=O)CNC(=O)c1cc2nc(-c3ccc(Cl)s3)cc(C(F)(F)F)n2n1 | 4 | -0.2
C=CC1C(OC2OC(CO)C(O)C(O)C2O)OC=C(C(=O)OC)C1CC1CC(=O)CC(CC(=O)CCc2ccc(O)cc2)O1 (stereo not given) | 9 | 0.0
CO[C@@H]1CN(C)C(=O)c2cc(NC(=O)C3CCOCC3)ccc2OC[C@@H](C)N(S(=O)(=O)c2ccc(Cl)cc2)C[C@H]1C | -16 | -0.4
Cc1noc(C)c1NC(=O)N(C)C[C@@H]1OCCCC[C@@H](C)Oc2ccc(N(C)C)cc2C(=O)N([C@@H](C)CO)C[C@@H]1C | 5 | -1.5
COCC(=O)Nc1ccc2c(c1)[C@H]1C[C@H](CC(=O)NCc3ccccc3)O[C@H](CO)[C@H]1O2 | 0 | -0.5
C/C=C/c1ccc2c(c1)O[C@H](CN(C)C)[C@H](C)CN([C@H](C)CO)S2(=O)=O | -1 | -0.4
O=C(Nc1ccccc1)c1ccc(S(=O)(=O)NCc2ccncc2)cc1 | -1 | 0.5
COc1ccc(NC(=O)Nc2ccc3c(c2)C(=O)N([C@H](C)CO)C[C@@H](C)[C@@H](CN(C)C(=O)Nc2ccc(F)cc2)O3)cc1 | -4 | -1.1
CO[C@@H]1CN(C)C(=O)c2ccc(NC(=O)c3cc(C)on3)cc2OC[C@@H](C)NC[C@H]1C | 6 | 0.3
C[C@@H]1CN([C@@H](C)CO)C(=O)c2cccc(NS(C)(=O)=O)c2O[C@H]1CN(C)S(=O)(=O)c1cccs1 | nt | 0.9
O=C(O)COc1ccc(OCCNC[C@@H](O)COc2ccccc2)cc1 | 6 | 0.4
CC(C)C#Cc1ccc2c(c1)O[C@H](CN(C)C(=O)c1cccnc1)[C@@H](C)CN([C@H](C)CO)S2(=O)=O | 2 | -0.1
Cc1ccc(-c2ccc3c(c2)O[C@H](CN(C)C(=O)CN(C)C)[C@@H](C)CN([C@H](C)CO)S3(=O)=O)cc1 | -18 | 7.6
CC(C)C#Cc1cnc2c(c1)C(=O)N([C@@H](C)CO)C[C@@H](C)[C@@H](CN(C)Cc1ccccn1)O2 | nt | 2.7
C[C@@H]1CN([C@@H](C)CO)C(=O)c2cc(NC(=O)Nc3ccc4c(c3)OCO4)ccc2O[C@@H]1CN(C)S(C)(=O)=O | nt | 0.7
COCC(=O)Nc1ccc2c(c1)C(=O)N(C)C[C@@H](OC)[C@@H](C)CN(C(=O)Cc1cccnc1)[C@@H](C)CO2 | 4 | -0.2
COc1cccc(S(=O)(=O)N[C@@H]2CC[C@H](CC(=O)NC3CCC3)O[C@H]2CO)c1 | 4 | 0.1
C[C@H]1CN([C@@H](C)CO)C(=O)CCCn2nncc2CO[C@H]1CN(C)S(=O)(=O)c1ccc(F)cc1 | -9 | nt
COCC(=O)Nc1ccc2c(c1)[C@@H]1C[C@@H](CC(=O)NCc3cccnc3)O[C@@H](CO)[C@@H]1O2 | -6 | -0.1

Some values from the list:
CC(C)C#Cc1cnc2c(c1)C(=O)N([C@@H](C)CO)C[C@@H](C)[C@@H](CN(C)Cc1ccccn1)O2 – IDH1 mut inh = 2.7
COc1cccc(S(=O)(=O)N[C@@H]2CC[C@H](CC(=O)NC3CCC3)O[C@H]2CO)c1 – IDH1 mut inh = 0.1
COCC(=O)Nc1ccc2c(c1)[C@@H]1C[C@@H](CC(=O)NCc3cccnc3)O[C@@H](CO)[C@@H]1O2 – EZH2 inh = -6

(continued)
SMILES | EZH2 inh | IDH1 mut inh
C[C@H]1CN([C@@H](C)CO)C(=O)Cc2cc(NC(=O)Cc3cn(C)c4ccccc34)ccc2O[C@@H]1CN(C)Cc1ccc(C(=O)Nc2ccccc2N)cc1 | -93 | nt
COc1ccc(NC(=O)N(C)C[C@H]2Oc3ccc(NC(=O)Nc4ccc(F)cc4)cc3C(=O)N([C@H](C)CO)C[C@@H]2C)cc1 | nt | -0.2
C[C@@H]1CN([C@@H](C)CO)C(=O)Cc2cc(NS(=O)(=O)c3ccccc3)ccc2O[C@@H]1CN(C)C(=O)NC1CCCCC1 | 2 | 1.7
Cc1noc(C)c1S(=O)(=O)N(C)C[C@H]1OCCCC[C@@H](C)Oc2ccc(NC(=O)c3ccccc3)cc2C(=O)N([C@@H](C)CO)C[C@H]1C | nt | 1.9
C[C@H]1CN([C@@H](C)CO)C(=O)c2cc(NS(=O)(=O)c3ccccc3)ccc2O[C@H]1CN(C)CC1CCCCC1 | 8 | nt
CC(C)C#Cc1cnc2c(c1)C(=O)N([C@@H](C)CO)C[C@@H](C)[C@H](CN(C)C(=O)c1ccccc1F)O2 | nt | -0.5
COCC(=O)N[C@H]1CC[C@@H](CC(=O)NCc2ccc(Cl)cc2)O[C@H]1CO | -4 | 0.0
C[C@H]1CN([C@@H](C)CO)C(=O)c2cccc(NC(=O)C3CCOCC3)c2O[C@@H]1CN(C)Cc1ccc(C(F)(F)F)cc1 | -4 | 1.2
Cc1c(NC(=O)CSc2nnnn2-c2ccc(F)cc2)c(=O)n(-c2ccccc2)n1C | -4 | 0.2
O=C(Cc1ccncc1)NCC[C@@H]1CC[C@@H](NC(=O)Nc2ccc(Cl)cc2)[C@@H](CO)O1 | -14 | 0.1
COc1ccc(NC(=O)Nc2cccc3c2O[C@H](CN(C)S(=O)(=O)c2ccc(Cl)cc2)[C@@H](C)CN([C@@H](C)CO)C3=O)cc1 | nt | -1.2
CCOC(=O)c1c(NC(=O)COc2ccc(Cl)cc2C)sc2c1CCC2 | 25 | 0.4
O=C(N[C@@H]1C=C[C@@H](CC(=O)N2CCOCC2)O[C@@H]1CO)c1ccc2c(c1)OCO2 | -2 | 0.0
C[C@H](CO)N1C[C@H](C)[C@@H](CN(C)C(=O)C2CC2)Oc2cc(C3=CCCCC3)ccc2S1(=O)=O | -3 | nt
C[C@@H]1CN([C@H](C)CO)C(=O)Cc2cc(NC(=O)CCN3CCOCC3)ccc2O[C@@H]1CN(C)C(=O)Nc1ccc(F)cc1 | 10 | 1.2
COCCOC(=O)N1C(=O)[C@@]2(c3ccccc31)[C@H](c1ccc(OCCO)cc1)N1[C@H](c3ccccc3)[C@H](c3ccccc3)OC(=O)[C@H]1[C@@H]2C(=O)N1CCN(c2ncccn2)CC1 | -8 | 0.4
[N-]=[N+]=NC[C@H](Cc1ccccc1)NC(=O)Nc1ccccc1 | 3&9 | -0.3&0.0
COc1cc(/C=C/CO)ccc1O[C@@H]1O[C@H](CO)[C@@H](O)[C@H](O)[C@H]1O | -2 | -0.6
N#CC(OC1OC(COC2OCC(OC(=O)/C=C/c3ccc(OC4OC(CO)C(O)C(O)C4O)cc3)C(O)C2O)C(O)C(O)C1O)c1ccccc1 (stereo not given) | 90* | -0.4
C[C@@H]1CN([C@H](C)CO)C(=O)Cc2cc(NC(=O)Nc3ccc(C(F)(F)F)cc3)ccc2O[C@H]1CN(C)Cc1ccncc1 | nt | 4.7
C[C@H](CO)N1C[C@H](C)[C@H](CN(C)C(=O)Nc2cccc3ccccc23)Oc2ncc(/C=C/c3ccccc3)cc2C1=O | -39 | 0.0
Cc1noc(C)c1S(=O)(=O)Nc1ccc2c(c1)C(=O)N([C@@H](C)CO)C[C@H](C)[C@@H](CN(C)C)OCCCC[C@H](C)O2 | nt | 2.8
C[C@@H]1CN([C@@H](C)CO)C(=O)Cc2cc(NC(=O)Nc3ccccc3)ccc2O[C@H]1CN(C)S(=O)(=O)c1ccc(F)cc1 | -39 | 0.1
COc1ccc(S(=O)(=O)Nc2ccc3c(c2)C(=O)N(C)C[C@H](OC)[C@H](C)CN[C@H](C)CO3)cc1 | 2 | 0.3
CC(C)CC#Cc1ccc2c(c1)O[C@@H](CN(C)C(=O)C1CCC1)[C@@H](C)CN([C@H](C)CO)S2(=O)=O | -9 | 0.1
CO[C@H]1CN(C)C(=O)c2cc(NC(=O)C3CC3)ccc2OC[C@@H](C)NC[C@H]1C | 4 | -0.2
O=C(CCCCCC(=O)Nc1ccccc1O)N/N=C/c1cccc(B(O)O)c1 | -4 | nt
Cc1noc(C)c1S(=O)(=O)Nc1ccc2c(c1)C(=O)N([C@@H](C)CO)C[C@H](C)[C@@H](CN(C)C(=O)Nc1ccc(F)cc1)OCCCC[C@@H](C)O2 | nt | 0.2
C[C@@H]1CN([C@H](C)CO)C(=O)Cc2cc(NS(=O)(=O)c3ccccc3)ccc2O[C@@H]1CN(C)C(=O)Nc1ccc2c(c1)OCO2 | nt | 0.6
O=C(C[C@H]1C[C@H]2c3cc(NC(=O)Cc4ccncc4)ccc3O[C@H]2[C@H](CO)O1)NCc1ccccc1 | 4 | 0.1
Cc1cc(C)c(NC(=O)CSc2nnc(-c3ccncc3)n2C)c(C)c1 | 3 | 0.7
CO[C@H]1CN(C)C(=O)c2cc(NC(=O)C3CCCC3)ccc2OC[C@@H](C)N(C(=O)CC2CC2)C[C@H]1C | 1 | -0.2
COc1cc(C(F)(F)F)cc(C(F)(F)F)c1C(=O)N1CCC(C(=O)c2ccc(Cl)cc2)CC1 | -2 | -0.8
Cc1noc(C)c1NC(=O)Nc1cccc2c1O[C@@H](CN(C)Cc1ccccc1)[C@@H](C)CN([C@H](C)CO)C2=O | 5 | nt
C[C@H](CO)N1C[C@H](C)[C@H](CN(C)Cc2ccc(-c3ccccc3)cc2)Oc2c(NC(=O)Nc3cccc4ccccc34)cccc2C1=O | nt | 2.1
CC(C)CC#Cc1ccc2c(c1)O[C@@H](CN(C)Cc1cncnc1)[C@H](C)CN([C@@H](C)CO)S2(=O)=O | -6 | -0.1
Cc1nc2sc3c(c2c2nnc(SCC(=O)Nc4ccc(Br)cc4)n12)CCCC3 | 3 | -0.1
C[C@H](CO)N1C[C@H](C)[C@H](CN(C)C(=O)Nc2ccc(C(F)(F)F)cc2)Oc2ccc(NC(=O)Nc3cccc4ccccc34)cc2CC1=O | nt | -2.1
Cc1ccc(-c2ccc3c(c2)O[C@@H](CN(C)Cc2ccc(C(=O)O)cc2)[C@@H](C)CN([C@@H](C)CO)S3(=O)=O)cc1 | 22 | -0.1
COc1ccc(CN(C)C[C@@H]2Oc3ccc(NC(=O)Nc4ccccc4)cc3CC(=O)N([C@H](C)CO)C[C@@H]2C)cc1 | nt | 4.1
C[C@@H]1CN([C@@H](C)CO)C(=O)c2cc(NC(=O)Nc3ccc4c(c3)OCO4)ccc2O[C@@H]1CN(C)Cc1ccc(Cl)c(Cl)c1 | nt | 1.6
N#Cc1c(NC(=O)CSc2ncccn2)sc2c1CCCC2 | -5 | 0.3
C[C@H](CO)N1C[C@H](C)[C@H](CN(C)C(=O)Nc2cccc3ccccc23)OCCCC[C@H](C)Oc2ccc(NS(=O)(=O)c3ccc(F)cc3)cc2C1=O | nt | 0.2
C[C@@H]1CN([C@@H](C)CO)S(=O)(=O)c2ccc(C#Cc3cccc(F)c3)cc2O[C@H]1CN(C)S(=O)(=O)c1cn(C)cn1 | -23&-28 | nt
CO[C@H]1CN(C)C(=O)c2ccc(NS(=O)(=O)c3cn(C)cn3)cc2OC[C@@H](C)N(CC2CC2)C[C@H]1C | 0 | 0.1
CC(=O)O[C@H]1[C@H](Oc2cc(O)cc(O)c2C(=O)c2cc(O)cc(O)c2)O[C@H](CO)[C@@H](OC(=O)c2ccccc2)[C@@H]1O | nt | -1.0
COc1ccc(NC(=O)N(C)C[C@@H]2Oc3ccc(NC(=O)Nc4ccc5c(c4)OCO5)cc3C(=O)N([C@@H](C)CO)C[C@@H]2C)cc1 | nt | 7.2
C[C@H]1CN([C@@H](C)CO)S(=O)(=O)c2ccc(/C=C/c3ccccc3)cc2O[C@H]1CN(C)Cc1cncnc1 | -3 | -2.4
O=C(C[C@H]1C[C@@H]2c3cc(NC(=O)C4CCC4)ccc3O[C@@H]2[C@H](CO)O1)NCc1ccc(-c2ccccc2)cc1 | -21 | -0.3
O=C(C[C@@H]1CC[C@@H](NC(=O)CN2CCOCC2)[C@@H](CO)O1)NCCc1ccccc1 | 5 | -0.1
COc1ccccc1C(=O)Nc1ccc2c(c1)OC[C@@H](C)N(C)C[C@@H](C)[C@H](OC)CN(C)C2=O | -6 | -0.4
C[C@H]1CN([C@@H](C)CO)C(=O)Cc2cc(NC(=O)Cc3cn(C)c4ccccc34)ccc2O[C@H]1CN(C)Cc1ccc(Cl)c(Cl)c1 | nt | -23
CCCCC[C@H](O)/C=C/[C@@H]1[C@@H](C/C=C\CCCC(=O)O)[C@H]2CO[C@@H]1C2 | -3 | -1.3

Given as tab-separated lines: 4 of the compounds above
Compound	EZH2 inh	IDH1 mut inh
CCCCC[C@H](O)/C=C/[C@@H]1[C@@H](C/C=C\CCCC(=O)O)[C@H]2CO[C@@H]1C2	-3	-1.3
O=C(C[C@@H]1CC[C@@H](NC(=O)CN2CCOCC2)[C@@H](CO)O1)NCCc1ccccc1	5	-0.1
COc1ccccc1C(=O)Nc1ccc2c(c1)OC[C@@H](C)N(C)C[C@@H](C)[C@H](OC)CN(C)C2=O	-6	-0.4
O=C(C[C@H]1C[C@@H]2c3cc(NC(=O)C4CCC4)ccc3O[C@@H]2[C@H](CO)O1)NCc1ccc(-c2ccccc2)cc1	-21	-0.3

High-throughput results from PubChem BioAssay.
